DENV2 CPE: inhibitors of DENV2 cytopathic effect, primary screen, cell-based, plate reader, single concentration; DENV2-infected cells, cytopathic effect rescue; CPE inhibition, % at 9.99 µM; hit rate 1.7% among 350,000; AID 651640, 2012; in the data active = CPE inhibition above about 20%, passing the limit was not always enough; tested in BHK-21 cells;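 note: 0% = median of neutral control wells and 100% = median of positive control wells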
EWS-Fli inh: EWS/Fli-driven NR0B1 reporter inhibitors, primary screen, A673 cells, NR0B1 luciferase, luminescence, MLPCN library | AID 651661, 2012 | hit rate 0.67% among 350,000 | inhibition, % at 12.6 µM | viability-normalised;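 active = mean inhibition of at least 50% after viability correction, with every replicate also passing that limit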;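 note: firefly luciferase signal divided by Alamar Blue viability fluorescence both relative to DMSO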
miR-122 sensor: miR-122 Renilla sensor signal increase in Huh7, primary screen, miR-122 inhibitor project, cell-based, single point, plate reader. Huh7 miR-122 Renilla luciferase sensor, 48 h; neutral wells = 0, positive control = 100. activation (reporter increase), % at 12.5 µM. hit rate 0.3% among 340,000;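 active = mean replicate activation score at least 90 and every replicate individually at or above 90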;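 note: higher luciferase means less miR-122 activity so hits act as miR-122 inhibitors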
PAX8 inh HTS: inhibitors of PAX8-driven TPO luciferase reporter, primary screen, RMG-I cells, single concentration; SteadyGlo, 24 h; inhibition, % at 12.6 µM; hit rate 1.2% among 360,000; AID 652154, 2013;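 active = mean replicate inhibition at least 60% with every replicate also reaching 60%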;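 note: luciferase light reporting Pax8 driven TPO promoter activity; plate controls were median of neutral control wells for no effect and mitoxantrone controls for full effect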
CFTR F508del cor: F508del CFTR correction, initial screen, CFBE line, single point; CFBE cells, YFP halide quenching; stimulated with forskolin plus potentiator P3; % fluorescence drop versus neutral controls; activity (quench increase), % at 7.58 µM; hit rate 0.36% among 350,000; AID 720511, 2013;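 active = mean added fluorescence quench of at least 8% versus neutral control, with both replicates also reaching 8%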;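 note: cells transiently co-express mutant CFTR-F508del with the halide-sensitive YFP; corrector assay measuring rescue of mutant channel to the surface after 24 h compound exposure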
INS-1E GSIS act: GLuc luminescence reporter in INS-1E cells, primary screen for activators of glucose-dependent secretion of insulin; activation, % at 16.6 µM; AID 743287, 2014; hit rate 0.61% among 370,000; INS-1E GLuc reporter insulin secretion, 2-3 h;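 active = lowest replicate activation of at least 40%, so every replicate reaches that level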;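 note: 0% = median of neutral control wells and 100% = median of IBMX positive control wells; some compounds called inactive have numbers as strong as hits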
FN deposit inh: inhibitors of fibronectin matrix deposition, primary screen, AH1F cells, Alexa488-fibronectin fluorescence, plate reader; AH1F fibroblasts, overnight; hit rate 0.086% among 350,000; inhibition, % at 12.6 µM;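 active = mean inhibition across replicates of 30% or more, regardless of how many single replicates reach that level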;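 note: positive control wells lacked labelled fibronectin entirely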
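Schedule: 1 h cell adhesion before compound, then overnight fibronectin incubation; test system: AH1F fibroblast monolayer depositing Alexa488-labelled fibronectin into matrix; quantity: 10000 AH1F cells per well; probe or stimulus: fluorescent fibronectin at 24 nM final; signal: fluorescence, ex 485 nm, em 525 nm; evaluation: percent inhibition as loss of matrix-bound fibronectin fluorescence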
The depositor's hits bear a star; . = not tested or not shown; & = joins results of further samples; ! = not active in a repeat; [ ] = remark or other dose.

Structure	DENV2 CPE	EWS-Fli inh	miR-122 sensor	PAX8 inh HTS	CFTR F508del cor	INS-1E GSIS act	FN deposit inh
C[C@H](CO)N1C[C@H](C)[C@H](CN(C)CC2CC2)Oc2ccc(NS(=O)(=O)c3ccccc3)cc2CC1=O	0	9	4[16.7 µM]	29	-2.2	5	.
COc1ccc(C(=O)C2CCCN(C(=O)c3cccc(N(C)C)c3)C2)cc1OC (stereo not given)	-3	-1	2	-7	3.7	25	6
Cc1nc2cc(NC(=O)Nc3ccc(Br)cc3)ccc2o1	-2	-155	.	-174	-3.9	2	0
CC(NC(=O)CSc1ccccc1C(=O)O)C1CC2CCC1C2 (stereo not given)	.	-4	-5	2	0.2	-2	-5
Cc1cccc(-n2c(Cc3ccccc3)nnc2SCc2ccc([N+](=O)[O-])cc2)c1	.	.	0	-2	.	-30	-10
C/C=C(/C)C(=O)Nc1cccc(C2=NOC3(C2)C[C@H](C(N)=O)N(C(=O)c2ccc(Cl)cc2)C3)c1 (stereo not given in full)	-17	8	-5	10	2.1	-9	-1
Cc1cc(-c2ccccc2)cc(C)n1	-4	-3	.	-10	-2.5	.	11
COC(=O)NC1c2ccccc2Oc2ccc(C)cc21 (stereo not given)	12	-4	.	-25	1.7	15	.
COc1ccc(S(=O)(=O)N2CCC(NC(=O)C(Cc3cccc(OC)c3OC)NC(C)=O)CC2)cc1 (stereo not given)	10	3	-3	10	1.1	-5	0
CC(C)NC(=O)Nc1ccc2c(c1)C(=O)N([C@@H](C)CO)C[C@@H](C)[C@@H](CN(C)C(=O)Nc1ccc3c(c1)OCO3)O2	7	-14	-2[16.7 µM]	-16	-0.4	8	.
COc1ccc(C2NC(=O)C(=O)/C2=C(\O)c2ccc(Cl)cc2)cc1OC (stereo not given)	13	6	.	-1	-0.3	-2	1
Cc1nc2ccc([N+](=O)[O-])cc2c(=O)n1Cc1cccc(Br)c1	-5	13	4	5	-2.2	8	-5
O=C(C[C@H]1CC[C@H]2NC[C@@H](O)COC[C@@H]2O1)NCCN1CCCC1	6	.	.	-11	3.3	23	-8
Cc1cc(=O)oc2cc(OCC(=O)NCc3cccnc3)ccc12	.	.	-3	-5	.	.	-1
O=C(C1CC1)N1C[C@@H]2N[C@H](C1)C2c1ccc(-c2cccc(F)c2)cc1 (stereo not given in full)	59*!	6&-4	.	83*!	1.6&5.7	5&-4	2&-2
CCCn1c(N)c(C(=O)CN(C)CC(=O)Nc2c(C)cc(C)cc2C)c(=O)[nH]c1=O	-6	0	4	-1	-4.7	5	-6
COc1cc(/C=C/C(=O)OCC(=O)Nc2ccc(C)c(S(=O)(=O)N3CCCCC3)c2)ccc1O	5	.	1	-1	.	-1	-3
O=C(/C=C/c1cccc2ccccc12)N1CCOCC1	1	-69	.	-118	-0.9	35	5
CC(C)C[C@@H](CNCC(=O)[C@H](C)NC(=O)c1[nH]cnc1C(=O)N[C@@H](C)CN)NC(=O)c1nc[nH]c1C(=O)N[C@@H](Cc1ccccc1)C(=O)O	-14	-4	-4	-20	-0.8	4	4
Cn1c(C(=O)N2COCC2(C)C)cc2c(=O)n3ccccc3nc21	.	.	-1	-63	.	.	10
COc1cccc(CN(C(=O)c2ccccc2)C2CCS(=O)(=O)C2)c1 (stereo not given)	-5	-4	.	-12	-6.6	-9	7
CCOc1ccc(S(=O)(=O)N/N=C2/CCCC(=O)C2)cc1	.	.	.	-6	.	11	2
CC(=O)N(C)C[C@H]1Oc2ncc(-c3ccc(C(=O)N(C)C)cc3)cc2C(=O)N([C@H](C)CO)C[C@H]1C	7	-21	-1[16.7 µM]	-2	0.5	-1	.
CCC/C(=N\NC(=O)c1ccc(OC)c(OC)c1)c1ccccc1	3	0	.	13	-0.6	7	1

Rewritten with values under each structure: part of the list above.
The line under a structure holds: DENV2 CPE	EWS-Fli inh	miR-122 sensor	PAX8 inh HTS	CFTR F508del cor	INS-1E GSIS act	FN deposit inh
> O=C(/C=C/c1cccc2ccccc12)N1CCOCC1
    1	-69	.	-118	-0.9	35	5
> Cn1c(C(=O)N2COCC2(C)C)cc2c(=O)n3ccccc3nc21
    .	.	-1	-63	.	.	10

Going on with the list.
Structure	DENV2 CPE	EWS-Fli inh	miR-122 sensor	PAX8 inh HTS	CFTR F508del cor	INS-1E GSIS act	FN deposit inh
CCOc1ccc(CN(C)CC(=O)NCc2ccccc2Cl)cc1	-7	0	.	6	.	-23	4
COC(=O)N1C/C=C\C(c2ccc(OC)cc2)N(Cc2ccc(F)cc2)C(=O)C1 (stereo not given)	-15	-6	-3	5	-6.7	-6	-9
CN(C)C(=O)C[C@H]1C[C@H]2c3cc(NC(=O)c4cccnc4)ccc3O[C@H]2[C@@H](CO)O1	-1	2	0[16.7 µM]	5	-0.6	-1	0
CC(=O)Nc1cc(C(=O)N(C)Cc2ccccc2)ccc1S(=O)(=O)c1ccc(C)cc1	-4	5	.	-6	.	3	7
C[C@H]1CN(c2ccccc2)C(=O)[C@@H]1CC(=O)Nc1ccc(Br)cc1	0	-2	3	-5	-1.3	-19	-1
CC(=O)N1[C@@H]2c3ccc(C4=CCCC4)c(=O)n3C[C@H]1[C@H](CO)[C@H]2C(=O)NCc1ccccc1	-4	-4	-1[16.7 µM]	-5	1.3	0	.
CC1=NN(c2ccc(C(=O)O)cc2)C(=O)CC1	0	-2	.	-40	0.5	8	10
COc1cccc(/C=C/C(=O)OCC(=O)NC2CC2)c1	0	-1	.	-1	2.2	3	.
Cc1ccc(S(=O)(=O)N(C)c2ccc(OC(=O)CN3C(=O)NC4(CCCC4)C3=O)cc2)cc1C	18	4	-5	-14	3.1	9	3
COn1c(=O)c(-c2ccc(F)cc2)[n+]([O-])c2ccccc21	-2	4	6	4	-3.7	-4	4
Cc1nn(C)cc1NC(=O)C[C@H]1CC[C@@H]2[C@H](COc3ccc(NC(=O)C(C)C)cc3C(=O)N2C)O1	-1	8	0[16.7 µM]	4	-2.6	12	-7
Cc1cccc(NC(=O)CCC(=O)Nc2nnc(C(F)(F)F)s2)c1	2	0	.	19	1.2	8	2
O=C1COc2ccc(S(=O)(=O)Nc3ccc(OC(F)(F)F)cc3)cc2N1	0	8	13	5	0.0	3	0
O=[N+]([O-])c1ccc(N2CCOCC2)c([N+](=O)[O-])c1	-1	-10	-9	4	-0.7	14	9
C=CCc1cccc2cc(C(=O)NCCOC)c(=O)oc12	-7	-1	-8	4	4.6	21	-1
C[C@@H]1CN([C@@H](C)CO)C(=O)c2cc(C#CC3(O)CCCC3)cnc2O[C@H]1CN(C)C(=O)Cc1cccnc1	3	-1	-1[16.7 µM]	2	0.2	37	-17
COc1cc(CNC(C)c2ccccc2)cc(Cl)c1OCC(=O)Nc1ccccc1 (stereo not given)	-8	14	.	-16	-2.9	-40	26
C[C@@H]1CCCCO[C@H](CN(C)S(C)(=O)=O)[C@H](C)CN([C@@H](C)CO)C(=O)c2cc(NC(=O)Nc3cccc4ccccc34)ccc2O1	-1	4	2[16.7 µM]	2	0.3	-5	.
CCOc1ncccc1C(=O)N1CCN(c2ccc(C(F)(F)F)cn2)CC1	-1	3	.	8	1.6	-14	7
C/C(CC(=O)Nc1ccc(N(C)C)cc1)=N\NC(=O)c1ccc([N+](=O)[O-])cc1Cl	.	-10	0	-30	3.1	-13	.
CC(=O)c1sc(NC(=O)C2CSC3(C)CCC(=O)N23)nc1-c1ccccc1 (stereo not given)	4	1	3	-9	-1.1	6	0
CNC[C@H]1Oc2ncc(-c3cccc(F)c3)cc2C(=O)N([C@@H](C)CO)C[C@H]1C	-3	-11	-5[16.7 µM]	.	-0.1	-4	-10
Cc1ccc(NC(=O)NCc2ccccn2)cc1	.	.	0	-21	.	1	0
COC(=O)COc1ccc(S(=O)(=O)N2CCc3ccccc3C2)cc1	.	.	2	.	.	0	-6
CC(C(=O)O)n1c2ccccc2c2cnn(C)c(=O)c21 (stereo not given)	-1	12	-3	5	3.4	-7	.
CCCc1cc(=O)oc2c(C)c(OCC(=O)N3CCC[C@@H]3C(=O)O)ccc12	-2	3	2	.	-0.4	3	.
O=C(/C=N/O)NCCCN1CCOCC1	.	.	-1	12	.	26	-2
Cc1cc(C(=O)NC2CC(C)(C)Cc3c2cnn3-c2ccccc2)n[nH]1 (stereo not given)	7	.	-3	15	0.1	9	.
CCC(=O)N[C@H]1CC[C@H](CC(=O)NCCN2CCCCC2)O[C@@H]1CO	2	0	-11[16.7 µM]	-6	1.2	20	1
Cc1cc(C)cc(OCCn2ccnc2)c1	0	-7	4	-6	-0.9	3	-1
CN(C(=O)COC(=O)c1ccc(Cl)c(S(=O)(=O)N2CCCCC2)c1)C1(C#N)CCCCC1	-3	4	8	-1	0.2	.	-4
O=C(O)c1ccc(/C=N/Nc2ccc(F)cc2F)cc1	9	-10	-2	-38	-1.7	5	.
COc1ccc(NC(=O)Nc2ccc3c(c2)C(=O)N([C@H](C)CO)C[C@H](C)[C@H](CN(C)C(=O)Nc2c(C)noc2C)O3)cc1	14	-3	-2[16.7 µM]	.	0.0	20	.
COc1ccccc1CN1CCN(Cc2ccco2)CC1	1	0	-1	2	-0.9	34	-11
COC(=O)C1=C(C)N(Cc2ccc(Cl)cc2)C(=S)NC1c1ccc(OC)cc1 (stereo not given)	1	6	.	13	-1.7	-4	-3
CCCN(C)C[C@@H]1Oc2cc(C#Cc3ccccc3F)ccc2S(=O)(=O)N([C@@H](C)CO)C[C@H]1C	-5	12	0[16.7 µM]	.	-0.2	13	8
CCn1ccc(C(=O)Nc2cccc(Cl)c2)n1	-6	-127	.	-152	-0.4	6	1
O=[N+]([O-])c1ccn(-c2nc(-c3ccccc3)cc(C(F)(F)F)n2)n1	-2	4	0	12	-0.5	23	8
COc1cccc(CN(C)C(=O)CCNC(=O)c2ccc(Br)cc2)c1	-4	12	0	-1	-0.7	1	-2
COC(=O)CC#C[C@H](C)[C@@H](NS(=O)(=O)c1ccc([N+](=O)[O-])cc1)C(C)(C)C	19	4	.	0	0.2	-31	16
C=CCn1cnc2c(nnn2Cc2ccc(F)cc2)c1=O	-3	4	-6	13	-1.3	3	-5

Bioassay records deposited in PubChem by Broad Institute.
